Screening results from PubChem.
FBW7 activator = FBW7 E3 ligase activators, primary screen, biochemical, AlphaScreen, human | normalized activity (activation), % at 26.1 µM | F-box/WD repeat-containing protein 7 (Homo sapiens), Q969H0 | AlphaScreen FBW7–phospho-cyclin E peptide binding, activator screen | 0.13% of 650,000 active; in the data active = normalized activity above about 1.9%;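 note: purified mutant Fbw7 with reduced substrate affinity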
GPR151 activ = activators of human GPR151, primary screen, cell-based, PathHunter beta-arrestin, luminescence; PathHunter beta-arrestin GPR151 cells; 1% of 650,000 active; activation, % at 11.2 µM; G-protein coupled receptor 151 (Homo sapiens), Q8TDV0; AID 1508602, 2020; in the data active = activation above about 4.9%;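 note: 0% = median of compound wells and 100% = cells with positive control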
Target sequence (Q8TDV0 whole entry, looked up): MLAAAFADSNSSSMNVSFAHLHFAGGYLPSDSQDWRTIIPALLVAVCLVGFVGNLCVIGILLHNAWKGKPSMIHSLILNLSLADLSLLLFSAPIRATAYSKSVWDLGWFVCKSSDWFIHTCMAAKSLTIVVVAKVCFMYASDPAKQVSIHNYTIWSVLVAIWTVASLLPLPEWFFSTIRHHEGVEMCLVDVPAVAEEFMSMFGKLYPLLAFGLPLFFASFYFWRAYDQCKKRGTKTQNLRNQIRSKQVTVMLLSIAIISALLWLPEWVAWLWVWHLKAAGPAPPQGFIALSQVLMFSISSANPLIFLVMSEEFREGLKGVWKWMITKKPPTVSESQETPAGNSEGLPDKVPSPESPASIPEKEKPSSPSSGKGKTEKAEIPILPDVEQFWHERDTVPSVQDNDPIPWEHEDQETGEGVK
MITF inh = MITF inhibitors, primary screen, biochemical, AlphaScreen, human; inhibition, % at 2.6 µM; 0.91% of 650,000 active; AlphaScreen MITF homodimerization, bead proximity signal; Microphthalmia-associated transcription factor (Homo sapiens), O75030; AID 1259374, 2018; in the data active = inhibition above about 50%;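 note: 0% = vehicle wells with protein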
Target sequence (O75030 whole entry, looked up): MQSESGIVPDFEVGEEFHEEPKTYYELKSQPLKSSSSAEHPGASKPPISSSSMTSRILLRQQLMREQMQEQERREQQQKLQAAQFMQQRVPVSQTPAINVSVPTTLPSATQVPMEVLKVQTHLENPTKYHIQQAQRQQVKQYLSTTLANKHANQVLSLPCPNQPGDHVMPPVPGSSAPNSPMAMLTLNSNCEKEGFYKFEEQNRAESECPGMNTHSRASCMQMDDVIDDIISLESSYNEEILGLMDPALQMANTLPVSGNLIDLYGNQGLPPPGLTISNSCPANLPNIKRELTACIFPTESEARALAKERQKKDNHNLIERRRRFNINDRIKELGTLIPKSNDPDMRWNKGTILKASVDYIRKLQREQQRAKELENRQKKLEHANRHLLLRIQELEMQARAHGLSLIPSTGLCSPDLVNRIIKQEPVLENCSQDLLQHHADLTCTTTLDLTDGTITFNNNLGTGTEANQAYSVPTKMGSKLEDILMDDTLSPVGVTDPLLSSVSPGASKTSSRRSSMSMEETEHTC
TEAD-YAP block = TEAD-YAP interaction inhibition, primary screen, TEAD-YAP interaction inhibitor project, luminescence, HEK-TIYL cells | TEAD-Gal4/YAP UAS-luciferase luminescence | inhibition, % at 9.12 µM | 1.4% of 640,000 active | AID 1259422, 2018; in the data active = inhibition above about 32%;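 note: 0% = median of test compound wells and 100% = reference inhibitor wells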
Starred values were filed as active, the others as inactive; & = joins results of further samples.

Start of the data: the first five records as a preview:
mol,FBW7 activator,GPR151 activ,MITF inh,TEAD-YAP block
CC(C)(C)NC(=O)COC(=O)c1cnc(Cl)c(Cl)c1,0.4,-1.9,22,9
CCOC(=O)c1nccn1Cc1ccccc1Cl,0.0,9.4*,7,-11
Cn1cc(/C=C(\NC(=O)c2ccco2)C(=O)NCCO)c2ccccc21,0.1,-0.6,13,1
COc1ccccc1CNC(=O)CCS(=O)(=O)c1ccc2c(c1)n(C)c(=O)c(=O)n2C,-0.2,1.3,0,1
O=c1cc(CN2CCN(c3cccc(Cl)c3)CC2)occ1OCc1ccccc1F,0.1,-0.4,-1,-13

The listing, from the first entry:
mol,FBW7 activator,GPR151 activ,MITF inh,TEAD-YAP block
CC(C)(C)NC(=O)COC(=O)c1cnc(Cl)c(Cl)c1,0.4,-1.9,22,9
CCOC(=O)c1nccn1Cc1ccccc1Cl,0.0,9.4*,7,-11
Cn1cc(/C=C(\NC(=O)c2ccco2)C(=O)NCCO)c2ccccc21,0.1,-0.6,13,1
COc1ccccc1CNC(=O)CCS(=O)(=O)c1ccc2c(c1)n(C)c(=O)c(=O)n2C,-0.2,1.3,0,1
O=c1cc(CN2CCN(c3cccc(Cl)c3)CC2)occ1OCc1ccccc1F,0.1,-0.4,-1,-13
COc1ccc(Cc2noc(-c3ccc(Br)cc3)n2)cc1,-0.1,2.6,-2,-10
CCOc1ccc(NC(=O)C2=C(C)NC(=O)NC2c2ccc(O)c(OCC)c2)cc1 (configuration not stated),0.2,-0.7,8,-1
COc1cccc(C(=O)NC(=S)N2CCN(c3ccc([N+](=O)[O-])cc3)CC2)c1,0.0,-0.1,72*,2
CC(=O)Nc1ccc(N2C(=O)C3C4C=CC(C4)C3C2=O)cc1 (configuration not stated),-0.1,1.4,-7,9
CCC(Oc1ccccc1)C(=O)Nc1ccccc1OC (configuration not stated),-0.1,0.1,2,-9
COc1ccc2oc(=O)c(C(=O)NC(C)c3ccccc3)cc2c1 (configuration not stated),-0.1,1.2,8,1
COc1ccc(C(=O)NC(=S)Nc2ccc(C(=O)O)cc2)cc1[N+](=O)[O-],0.1,-0.7,10,2

(listing goes on)
mol,FBW7 activator,GPR151 activ,MITF inh,TEAD-YAP block
Cc1cccc(N/C=C(\Br)C(=O)C(F)(F)F)c1,0.0,-0.9,-13,0
O=C(Nc1cc(Cl)cc(Cl)c1)c1cn2ccsc2n1,0.2,1.3,13,-5
FC(F)(F)c1cccc(OCCN2CCNCC2)c1,-0.1,1.7,25,7
COc1ccc(S(=O)(=O)N(CC(=O)Nc2cccnc2)c2ccc(C)cc2)cc1OC,1.0,-1.0,2,-2
Nc1ccc(N2CCOCC2)c(C(=O)N2CCCC2)c1,0.2,-0.5,10,-10
COc1ccc(/C(=N/C(N)=S)Nc2ccccc2)cc1,0.0,-0.6,-12,-8
CCOc1ccc2c(c1)-c1c(ssc1=Nc1cccc(NC(C)=O)c1)C(C)(C)N2,0.0,-0.1,18,-7
N#C/C(=C(/O)COC(=O)/C=C/c1cccs1)c1nc2ccccc2[nH]1,-0.1,-0.1,-2,-7
Cc1ccc(N2C(=S)N=C(Nc3cccc(C(F)(F)F)c3)C23CCC(C(C)(C)C)CC3)cc1 (configuration not stated),-0.1,-0.3,-4,-8
Cc1cccnc1-c1ccc2c(c1)CC(CNC(=O)c1coc3c1C(=O)CCC3)O2 (configuration not stated),0.2,-1.4,0,1
Cc1c(C#N)c(NC(=O)CCl)n(-c2cccc(F)c2)c1C,0.0,3.2,4,11
O=S(=O)(Nc1ncccn1)c1ccc(NC(=S)Nc2ccc3c(c2)OCO3)cc1,0.0,-1.5,17,-12

Going on with the list.
mol,FBW7 activator,GPR151 activ,MITF inh,TEAD-YAP block
CC1Cc2ccccc2N1S(=O)(=O)c1cccc(F)c1 (configuration not stated),0.1,0.4,7,-4
COc1ccc(NC(=O)c2cn(-c3ccc(Cl)cc3)c(=O)c3ccccc23)cc1Cl,1.2,0.8,15,2
O=C(NCc1cccnc1)c1nn2cccnc2c1Cl,0.8,-0.4,13,-1
NC(=O)c1ccc(-c2nc(Nc3ccccc3)c3[nH]cnc3n2)cc1,0.1,-1.2,6,4
COc1ccc(CN2CCN(C(=O)c3cccc(Cl)c3)CC2)c(OC)c1,0.0,0.6,54*,1
O=c1cc(CSc2nc3ccsc3c(=O)n2Cc2ccc3c(c2)OCO3)c2ccc(O)cc2o1,0.0,-0.8,9,14
N#C/C(=C/c1ccc(F)cc1)C(=O)Nc1cccc(Br)c1,0.2,-1.1,15,5
O=C(Cn1cnc2c(nnn2-c2cccc(F)c2)c1=O)N1CCc2ccccc21,-0.1,2.5,-10,-4
Cc1ccccc1Nc1nc2nonc2nc1N1CCOCC1,0.1,-0.4,-7,4
O=C(NCCN1CCOCC1)c1ccc2nc(N3CCN(c4ccccn4)CC3)sc2c1,0.5,-0.6,6,-34
CC(Oc1cccc2ccccc12)C(=O)NN1S(=O)(=O)c2ccccc2S1(=O)=O (configuration not stated),-0.1,1.6,-3,-1
CCCC(=O)Nc1cccc(NC(=O)CSc2nnc(-c3ccncc3)n2C)c1,0.0,-0.2,10,-5

(list continues)
Short keys: A = FBW7 activator; B = GPR151 activ; C = MITF inh; D = TEAD-YAP block
COc1ccc(-c2noc(CSc3nnc(C)n3-c3ccc(F)cc3)n2)cc1
  A: 0.2; B: 2.2; C: -7; D: -3

Cc1c(Br)c([N+](=O)[O-])nn1CC(=O)Nc1c(C)n(C)n(-c2ccccc2)c1=O
  A: -0.1; B: -0.7; C: 3; D: -3

Cc1cc(N2C(=O)c3ccc(-c4nc5ccccc5c(=O)o4)cc3C2=O)no1
  A: -0.4; B: -0.8; C: -11; D: -5

CCCNS(=O)(=O)c1ccc2[nH]c3c(c2c1)CCCC3
  A: -0.2; B: 2.0; C: 4; D: 5

Cc1cccc(C(=O)Nc2cc3c(ccc4ccccc43)oc2=O)c1
  A: 0.0; B: -1.1; C: 3; D: 11

CSc1ccccc1NC(=O)c1nn2c(C(F)(F)F)cc(-c3ccc(Br)cc3)nc2c1Cl
  A: 0.0; B: 0.0; C: 13; D: -1

CC1CC(C)CN(C(=O)/C=C/c2ccc([N+](=O)[O-])cc2)C1 (configuration not stated)
  A: -0.2; B: -0.9; C: -6; D: -28

O=C(CN1CCN(c2ccccc2)CC1)NC(=O)NCc1ccco1
  A: 0.1; B: 1.7; C: 10; D: -2

CS(=O)(=O)Nc1cccc(C2=NN(C(=O)C3CCCCC3)C(c3ccccc3F)C2)c1 (configuration not stated)
  A: -0.1; B: -0.1; C: 0; D: 3

CCOC(=O)c1sc(NC(=O)c2cccc(S(=O)(=O)N3CCCCCC3)c2)c(C(=O)OCC)c1C
  A: -0.2; B: 0.5; C: -7; D: 0

The list goes on:
Short keys: A = FBW7 activator; B = GPR151 activ; C = MITF inh; D = TEAD-YAP block
CCOc1cc(/C=C2\SC(N)=NC2=O)ccc1OC(C)=O
  A: -0.1; B: -0.9; C: 9; D: 20

COc1cccc(C(=O)Nc2c3c(nn2-c2cccc(Cl)c2)CS(=O)(=O)C3)c1
  A: -0.1; B: 3.0; C: 7; D: 6

CC1(C)NC(=O)N(CCCCOc2ccccc2-c2ccccc2)C1=O
  A: -0.2; B: 0.1; C: 2; D: 0

O=C(O)CCC(=O)N1N=C(c2c(-c3ccccc3)c3cc(Cl)ccc3[nH]c2=O)CC1c1cccc([N+](=O)[O-])c1 (configuration not stated)
  A: -0.1&-0.2; B: 0.3&1.0; C: -1&1; D: 5&3

CCN1CCCC1CN1C(=O)C2C(C(=O)Nc3cccc(OC)c3)C3C=CC2(O3)C1C(=O)NC1CCCCC1 (configuration not stated)
  A: -0.1; B: -1.2; C: -9; D: -17

CCCOc1ccc(/C(O)=C2\C(=O)C(=O)N(c3nc(C)c(C(=O)OCC)s3)C2c2ccc(OC)cc2)cc1C (configuration not stated)
  A: -0.2; B: -0.5; C: -8; D: -6

COc1ccccc1C(=O)Nc1ccc(NC(=O)c2ccccc2)c(C)c1
  A: -0.3; B: -3.3; C: 6; D: 7

CCNC(=O)C1CCCN1C(=O)OCc1ccccc1 (configuration not stated)
  A: 0.0; B: -0.5; C: -9; D: -4

Cc1ccc(O)c(C2=Nc3ccccc3N=C(c3cccc(F)c3)C2)c1
  A: -0.1; B: 1.2; C: -8; D: -19

Cc1ccccc1-c1noc(-c2c(-c3ccccc3Cl)noc2C)n1
  A: -0.1; B: 0.1; C: 2; D: 4

In another format: 2 of the compounds above.
Structure: Cc1ccc(O)c(C2=Nc3ccccc3N=C(c3cccc(F)c3)C2)c1
  FBW7 activator: -0.1
  GPR151 activ: 1.2
  MITF inh: -8
  TEAD-YAP block: -19
Structure: COc1cccc(C(=O)Nc2c3c(nn2-c2cccc(Cl)c2)CS(=O)(=O)C3)c1
  FBW7 activator: -0.1
  GPR151 activ: 3.0
  MITF inh: 7
  TEAD-YAP block: 6

Next structures follow.
Short keys: A = FBW7 activator; B = GPR151 activ; C = MITF inh; D = TEAD-YAP block
CCOC(=O)N1CCC(Nc2ncnc3c2c(-c2ccccc2)cn3-c2cccc(C)c2)CC1
  A: 0.0; B: 0.4; C: 4; D: -7

Cc1c(Br)ccc(NC(=O)CCN2C(=O)C3C4CCC(C4)C3C2=O)c1C (configuration not stated)
  A: 0.1; B: 0.8; C: 12; D: -6

CCc1nnc(NC(=O)CSc2nnnn2-c2ccc(C)c(Cl)c2)s1
  A: 0.2; B: 2.9; C: 0; D: -3

O=C(CN1CCN(CC(=O)c2ccco2)CC1)NCc1ccccc1Cl
  A: -0.2; B: -0.1; C: 66*; D: -12

NC(C(=O)N1CCN(C(=O)c2ccc3[nH]ncc3c2)CC1)c1cccc(Br)c1 (configuration not stated)
  A: -0.1; B: -0.8; C: 8; D: -5

Cc1ccc(-n2c(=S)sc3c(=O)n(-c4ccccc4)c(SCc4cc(=O)n5cc(Cl)ccc5n4)nc32)c(C)c1
  A: 0.0; B: 0.2; C: 2; D: -13

COc1cccc(/C=C2\N=C(c3cc(Cl)ccc3Cl)OC2=O)c1OC
  A: 0.2; B: -0.7; C: 10; D: 12

O=C(CCC(=O)Nc1cccc(F)c1)Nc1cccc(F)c1
  A: 0.0; B: -1.2; C: -1; D: -4

COc1cc(/C=C2/N=C(c3ccc(Cl)cc3)OC2=O)cc(Br)c1OC(C)=O
  A: 0.0; B: -0.5; C: 9; D: 2

COc1cc(C2CC(=O)N3CN(c4ccccc4)CSC3=C2C#N)cc(OC)c1OC (configuration not stated)
  A: 0.0; B: 0.4; C: 10; D: 1

Next section
Short keys: A = FBW7 activator; B = GPR151 activ; C = MITF inh; D = TEAD-YAP block
Cc1ccc(C(=O)N2CCc3ccccc3C2)cc1
  A: 0.0; B: -0.9; C: 9; D: -49

C/C(=N\NC(N)=O)C1CC(Cc2ccccc2)C(=O)O1 (configuration not stated)
  A: 0.8; B: -0.4; C: 9; D: 8

Nc1nc(Cl)nc(Nc2ccccc2)n1
  A: -0.1; B: 2.7; C: 3; D: 6

CS(=O)(=O)N(CC(=O)Nc1ccc(Cl)c(C(F)(F)F)c1)c1ccccc1
  A: 0.2; B: 0.6; C: -10; D: 17

Cc1cc(NC(=O)c2ccccc2Br)nc(C)n1
  A: -0.1; B: 0.7; C: -7; D: 3

Cc1ccc(CN2C(=O)CSc3ccc(C(=O)NCc4ccco4)cc32)cc1
  A: -0.1; B: -0.7; C: 1; D: 5

Cc1ccc(C(O)C(O)(C#Cc2ccccc2)C#Cc2ccccc2)cc1 (configuration not stated)
  A: 0.2; B: -0.1; C: 3; D: 1

OCCCN=C1CCCc2c1[nH]c1ccc(Cl)cc21
  A: -0.1; B: 1.5; C: -2; D: 10

Cc1csc(C(O)(Cc2cc(=O)[nH]c(=O)[nH]2)C(F)(F)F)n1 (configuration not stated)
  A: -0.1; B: 0.2; C: 8; D: 0

O=C(NC1CC1)c1ccc(COc2ccc(F)cc2)o1
  A: 0.0; B: -0.5; C: 1; D: 3

(further entries)
Short keys: A = FBW7 activator; B = GPR151 activ; C = MITF inh; D = TEAD-YAP block
O=C(O)CN1C(=O)c2cc(Cl)c(Cl)cc2C1=O
  A: 0.1; B: -1.1; C: 16; D: 1

CCCNc1cc(-c2ccc(OC)cc2)nc(N)n1
  A: 0.6; B: -0.9; C: 10; D: -39

Cc1c(C(=O)N(C)Cc2ccco2)sc2ncnc(NCc3ccc4c(c3)OCO4)c12
  A: 0.1; B: -1.3; C: 4; D: -11

Cc1ccc([N+](=O)[O-])cc1NC(=O)COc1ccc(S(=O)(=O)N2CCCC2)cc1
  A: 0.6; B: 2.0; C: 14; D: 13

Cc1ccc(C2CC(C(F)(F)F)n3ncc(C(=O)Nc4ccccc4Cl)c3N2)cc1 (configuration not stated)
  A: -0.2; B: -0.4; C: -2; D: -13

Cc1nc2sc3c(c2c2nn(CC(=O)NC(C)C)c(=O)n12)CCC(C)C3 (configuration not stated)
  A: 0.0; B: 0.6; C: 11; D: -4

COc1ccccc1NS(=O)(=O)c1cc(C(=O)Nc2cccc(C)c2)ccc1C
  A: 0.1; B: -1.3; C: -3; D: 2

COc1ccc(-c2noc(-c3nnn(-c4cccc(Cl)c4C)c3N)n2)cc1
  A: 0.0; B: -0.9; C: 8; D: -2

CCOC(=O)C1=C(C)N=C2SCCN2C1c1ccccc1 (configuration not stated)
  A: -0.1; B: 0.2; C: 20; D: -2

Cc1cc(C)nc(NC(=O)C2C3C=CC(C3)C2C(=O)O)c1 (configuration not stated)
  A: -0.3; B: 3.0; C: 0; D: 2

CCc1ccccc1N(CC)C(=O)Cn1nc(Cc2ccncc2)c2ccccc2c1=O
  A: -0.1; B: -0.1; C: -6; D: -4

Cc1cc(-c2ccccc2)nc2c(Br)c(C(=O)O)nn12
  A: 0.1; B: -1.2; C: 7; D: 6
